# Source: PubChem
# BL2 CD40 inh: inhibitors of CD40-induced NF-kB signaling, primary screen, BL2 cells, luciferase reporter, single point; CD40L-induced, 4 h; inhibition, % at 10 µM; hit rate 0.94% among 83,000;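 active means mean inhibition of at least 50% with a set share of replicates also reaching that level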;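 further: 0% = neutral control wells and 100% = IKK inhibitor VII at 50 µM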
# Active calls of the source: *; [ ] = dose if it differs, or a comment. Not all compounds are listed; the hit share may differ from the screen's.
BL2 CD40 inh	SMILES
25	CC(OC(=O)c1ccc(Cl)c([N+](=O)[O-])c1)C(=O)N1CCN(Cc2ccccc2)CC1 (stereo unspecified)
20	O=C(NCC1CCCN1S(=O)(=O)c1cccs1)c1ccc(F)c(F)c1 (stereo unspecified)
-34[25 µM]	COc1ccc(NC(=O)N(C)C[C@H]2OCCCC[C@H](C)Oc3ccc(NC(=O)c4ccncc4)cc3C(=O)N([C@H](C)CO)C[C@@H]2C)cc1
-1[25 µM]	O=C(NCC[C@@H]1CC[C@@H](NS(=O)(=O)Cc2ccccc2)[C@H](CO)O1)C1CCCCC1
-3	CC(C)=C1C2C=CC1C(C(=O)Nc1cccc(C)c1)C2C(=O)O (stereo unspecified)
2[25 µM]	O=C(NCCCN1CCOCC1)[C@H]1[C@H](CO)[C@H]2Cn3c(cccc3=O)[C@@H]1N2C(=O)NC1CCCC1
3[25 µM]	COc1ccccc1S(=O)(=O)N(C)C[C@@H]1OCc2cn(nn2)CCCC(=O)N([C@@H](C)CO)C[C@@H]1C
-1	O=C1C2CCCN2C(=O)N1CCN1CCN(c2ccccc2)CC1 (stereo unspecified)
4	CC(=O)Nc1ccc(S(=O)(=O)NN=CCCc2ccccc2)cc1
4	O=[N+]([O-])c1c(NCc2ccco2)ccc2nonc12
7	Cc1cc(C)nc(Sc2ncnc3sc4c(c23)CCC4)n1
-15[25 µM]	O=C(C[C@H]1C[C@@H]2c3cc(NC(=O)C4CCC4)ccc3O[C@@H]2[C@@H](CO)O1)NC1CCCC1
7	O=C(NCCc1ccccc1)C1Cc2c(-c3ccccc3)ccnc2O1 (stereo unspecified)
16[25 µM]	COc1cccc(C(=O)Nc2ccc3c(c2)C(=O)N(C)[C@@H]2CC[C@@H](CC(=O)N[C@@H](C)c4ccccc4)O[C@@H]2CO3)c1
12	Cc1cccc(C)c1OCC(=O)Nc1nnc(C2CCCO2)s1 (stereo unspecified)
-12	COc1ccc(S(=O)(=O)N2CCC(C(=O)NC3CCCCC3)CC2)cc1OC
3	COc1ccccc1NC(=O)COC(=O)c1ccc(S(=O)(=O)N2CCCCCC2)cc1
-13	COc1ccc2nc(N3CCN(C(=O)c4ccc([N+](=O)[O-])o4)CC3)sc2c1
2[25 µM]	O=C(NC1CCCCC1)N1[C@@H]2CNC[C@H]1C2c1ccc(-c2ccccc2F)cc1 (stereo partly specified)
10	CCOC(=O)CC1(C)NC(C(=O)O)C(C)(C)S1 (stereo unspecified)
17[25 µM]	COCCNC[C@H]1[C@@H](c2ccccc2)[C@@H](CO)N1c1nc(C)c(C)s1
5	COc1cccc(CN2[C@H](CO)[C@H]3c4ccccc4N(C(=O)c4cccnc4)C[C@H]32)c1
4	c1ccc(-c2ccc(C3=Nn4c(nnc4-c4ccccc4)SC3)cc2)cc1
7[25 µM]	COc1ccc2c3c(n(C)c2c1)[C@H](CO)NCC31CCN(S(=O)(=O)c2cccc(C)c2)CC1
2	COC(=O)c1ccccc1NC(=O)NCc1ccccc1
4	CCn1c(COc2ccccc2C)nnc1SCC(=O)Nc1cc(C)on1
17	COc1ccc(N(CC(=O)N2CCc3ccccc32)S(=O)(=O)c2c(C)noc2C)cc1
-10	CC(C)c1ccc(/C=C/C(=O)NCc2ccc(S(N)(=O)=O)cc2)cc1
3	CS(=O)(=O)c1ccc(-c2cccc(NC(=O)c3ccco3)c2)nn1
4	COC(=O)Cc1ccc(OC(=O)CCS(=O)(=O)c2ccc(C)cc2)cc1
8	COc1ccc(-c2cc(C(F)(F)F)nc(NC3CCCC3)n2)cc1OC
-3[25 µM]	CCOc1ccc2c(c1)C(C)=CC(C)(C)N2
1	O=C(O)c1cccc(S(=O)(=O)N2CCCC2)c1
7	Cc1ccc(/C=N/NC(=O)CNC(=O)COc2ccccc2)o1
61*[25 µM]	COc1cccc(S(=O)(=O)N(C)C[C@H]2OCc3ccccc3-c3c(n(C)c4ccccc34)C(=O)N([C@@H](C)CO)C[C@H]2C)c1
16	CCCc1cc(C(=O)Nc2ccc(C(=O)c3ccc(F)cc3)cc2)n(C)n1
2	N#Cc1ccccc1Sc1ccccc1C(=O)NCC(c1ccco1)N1CCCC1 (stereo unspecified)
4[25 µM]	O=C(C[C@@H]1CC[C@@H]2[C@H](COC[C@@H](O)CN2Cc2nccs2)O1)N1CCC(Cc2ccccc2)CC1
12	O=C(CN1CCN(S(=O)(=O)/C=C/c2ccccc2)CC1)NC(=O)NCc1ccco1
-3	O=C(c1ccc(S(=O)(=O)N2CCCCCC2)cc1)N1CCN(c2ccccc2)CC1
16	COc1ccc(-c2c(C)sc(NC(=O)c3ccnn3C)c2C#N)cc1
14	CC(=O)Nc1cccc(OCc2cnc(Cl)s2)c1
0	CCOC(=O)c1c(C)c(C(=O)NC2CCCCC2)c(C)n1CC
-26	COc1ccc2cc3cc(C(=O)NCc4ccco4)oc3nc2c1
-20	Cc1ccc(OCc2cc(C(=O)N(C)Cc3cnn(-c4ccccc4C)c3)no2)cn1
3	COCCCNC(=O)c1cc(C(=O)Cc2ccccc2)c[nH]1
-5[25 µM]	COc1ccc2c3c(n(C)c2c1)[C@@H](CO)N(Cc1ccccc1Cl)CC31CCN(C(=O)CC2CC2)CC1
-7	Cc1c(C(=O)N2CCCCCC2)nnn1-c1nonc1N
3	O=C(O)CCCC(=O)Nc1nncs1
3	O=C(Cn1cncn1)NCCC(c1ccccc1)c1ccccc1

# Going on with the list.
BL2 CD40 inh	SMILES
1[25 µM]	CN1C(=O)c2cc(NC(=O)c3ccc(F)c(F)c3)ccc2OC[C@@H]2O[C@@H](CC(=O)N3CCCCC3)CC[C@H]21
1[25 µM]	CCCNC(=O)C[C@H]1CC[C@@H]2[C@H](COC[C@H](O)CN2Cc2ccncc2)O1
-4[25 µM]	CO[C@H]1CN(C)C(=O)c2cc(NC(=O)NC(C)C)ccc2OC[C@H](C)N(Cc2ccccc2)C[C@H]1C
-1	CCN1CCC(O)(C#Cc2ccccc2)CC1
4	O=S(=O)(Nc1nccs1)c1ccc(F)cc1
-4	COc1cc(/C=C/C(=O)N(C)CC(=O)Nc2ccccc2Br)cc2c1OCCO2
4	O=C(CN1CCCC1)Nc1ccc(-c2nc3cc(NC(=O)CN4CCCC4)ccc3o2)cc1
2	CCCN(C(=O)CSc1nc2cc(S(=O)(=O)N(CC)CC)ccc2o1)C1CCS(=O)(=O)C1 (stereo unspecified)
10	COc1cc(/C=N/n2cnnc2)ccc1OC(=O)c1ccco1
6	Cc1cc(C)c(C)c(S(=O)(=O)N[C@@H](C)C(=O)OC(C)C(=O)NC(N)=O)c1C (stereo partly specified)
8	COc1ccc(S(=O)(=O)Nc2c(C)c(C)cc3c2ncn3C)cc1
3	CCCCN(C(=O)C1CC(=O)N(c2ccc3c(c2)OCCO3)C1)c1c(N)n(CC(C)C)c(=O)[nH]c1=O (stereo unspecified)
-63	Cc1ccc(SCC(=O)Nc2nccs2)cc1
6	O=S(=O)(CCOc1ccccc1)c1nc2ccccc2[nH]1
14	O=C(COC(=O)c1ccc2ccccc2n1)Nc1ncc(C(F)(F)F)cc1Cl
7	O=C(CCC(=O)N1CCOc2ccccc21)NCCCc1ccccc1
-5	CN1CCN(c2ncc3c(n2)CC(c2ccccc2F)CC3=O)CC1 (stereo unspecified)
-5	CSc1ccccc1NC(=O)CSc1cccc[n+]1[O-]
7	O=C(COC(=O)c1cccs1)Nc1cccc(S(=O)(=O)N2CCCCC2)c1
5	COc1ccc(C(=O)NC(CC(C)C)C(=O)O)cc1OC (stereo unspecified)
0	Clc1ccc(C=NN2CCCCCC2)c(Cl)c1
-3	O=C1CC(c2cccc([N+](=O)[O-])c2)c2cc3c(cc2N1)CCC3 (stereo unspecified)
12	O=C(CN1CCCCC1)NCC1(c2ccccc2)CCCC1
24	Cc1ccc(Oc2cc(N3CCOCC3)nc(-c3ccccc3)n2)cc1
-2	COCCN(Cc1nc(C2(c3ccc(C)cc3)CCCC2)no1)C(C)C
-2[25 µM]	CCCC(=O)N1CCC2(CC1)CN(C(C)=O)[C@@H](CO)c1c2c2ccc(OC)cc2n1C
-8[25 µM]	Cc1noc(C)c1S(=O)(=O)Nc1ccc2c(c1)CC(=O)N([C@@H](C)CO)C[C@H](C)[C@H](CN(C)C(=O)Nc1cccc3ccccc13)O2
-2	CC(C)(C)NC(=O)C(c1ccsc1)N(CCc1ccccc1)C(=O)Cn1nnc2ccccc21 (stereo unspecified)
17[25 µM]	CN1C(=O)c2cc(NC(=O)c3ccc(F)c(F)c3)ccc2OC[C@H]2O[C@@H](CC(=O)N3CCCCC3)CC[C@H]21
4	O=C(CCNS(=O)(=O)c1ccc(Cl)cc1)N1CCN(c2ncccn2)CC1
5	N#CCC(=O)c1sccc1-n1cccc1
4	CCn1ccnc1CN1CCC(n2nccc2NC(=O)c2ccccc2OC)CC1
-14	C[C@@H]1CN([C@@H](C)CO)C(=O)c2ccccc2-c2ccccc2CO[C@@H]1CN(C)Cc1ccncc1
20	Cc1ccsc1C(=O)C1CCCN(Cc2cc(F)ccc2-n2cccn2)C1 (stereo unspecified)
1	CN1CCCN(C(=O)CC(c2ccccc2)c2ccccc2)CC1
-8[25 µM]	C/C=C/c1ccc([C@@H]2[C@H](CO)N(C(=O)C3CCC3)C23CN(C(=O)NC(C)C)C3)cc1
1[25 µM]	Cc1ccc(OC(=O)N(C)C[C@H]2OCc3ccccc3-c3ccccc3C(=O)N([C@H](C)CO)C[C@@H]2C)cc1
5	CCOc1ccc(/C=C/C(=O)N(CC)CC(=O)Nc2c(F)cccc2F)cc1OC
1	CC(C)[C@H](NC(=O)Nc1ccc(S(N)(=O)=O)cc1)C(=O)O
3	O=C(Oc1ccc(-c2nnco2)cc1)c1ccco1
5	CCCc1c(C(=O)N/N=C(/C)c2ccncc2)nnn1-c1nonc1N
5	COc1cc(OC)cc(-c2nnc(NC(=O)CCS(=O)(=O)c3ccc(C)cc3)o2)c1
-78	C[C@H](CO)N1C[C@H](C)[C@H](CN(C)CC2CCCCC2)Oc2ccc(NC(=O)CCCCCC(=O)Nc3ccccc3N)cc2CC1=O
-11	CC(Oc1ccc(-c2ccccc2)cc1)C(=O)N1CCOCC1 (stereo unspecified)
-15	Cc1noc(NS(=O)(=O)c2ccc(NS(=O)(=O)c3ccc(Cl)cc3)cc2)c1C
14	Brc1ccc(CSc2nnc(-c3cnccn3)n2Cc2ccco2)cc1
10	CCC(=O)Nc1sccc1C(=O)OC
11	CCOC(=O)Cn1cnc2c(nnn2Cc2ccc(Cl)cc2)c1=O
18	COc1ccc(S(=O)(=O)N2c3ccccc3OCC2c2ccccc2)cc1 (stereo unspecified)
-5	CCC1(CC)NC(=O)NC1=O

# (further entries)
BL2 CD40 inh	SMILES
1	COC(=O)[C@H](C)NC(=O)Nc1ccc(OC)cc1OC
6	CCOC(=O)c1[nH]c(C)c(C(=O)NC(C)CC)c1C (stereo unspecified)
-6	CCN(CC)CCNC(=O)c1ccc(NC(=O)Cc2ccc(OC)c(S(=O)(=O)N3CCOCC3)c2)cc1
21	Cc1ccc(S(=O)(=O)N(C)CC(=O)N2CCN(Cc3ccc4c(c3)OCO4)CC2)cc1
-1	Nc1ccc(Cc2ccc([N+](=O)[O-])cc2)cc1
9	O=C(CC(O)(CC(=O)OCc1ccccc1)C(=O)OCc1ccccc1)OCc1ccccc1
2	O=C1CCC2c3[nH]c4ccccc4c3CCN12 (stereo unspecified)
-7	CCC(=O)n1nc(-c2ccco2)nc1SCc1ccccc1
-7[25 µM]	COCC#Cc1ccc([C@@H]2[C@@H](CO)N3C(=O)CN(C(=O)c4ccncc4)C[C@H]23)cc1
3	CC(NC(=O)NCCCn1ccnc1)(C(F)(F)F)C(F)(F)F
10	CCc1ccccc1Nc1nc(N)nc(COC(=O)C2CCN(C(=O)c3ccc(F)cc3)CC2)n1
-2	Cn1c(Cl)c(/C=N/OC(=O)C(C)(C)C)c2ccccc21
5	O=C(c1cccs1)N1CCCC(N2CCN(c3ccc(F)cc3)CC2)C1 (stereo unspecified)
5	O=C(NCCN1CCCCC1)c1cc2ccccc2[nH]1
-68	CCCCSc1nc2ccccc2[nH]1
-11[25 µM]	O=C(C[C@H]1CC[C@@H](NS(=O)(=O)c2ccc(F)cc2)[C@@H](CO)O1)N1CCN(c2ccccc2)CC1
25*	COc1ccc(OCc2cccc(C(=O)NN)c2)cc1
8	CN(C)/C=N/c1[nH]ncc1C#N
5	C[C@H](NC(=O)C1CCN(S(=O)(=O)c2ccccc2)CC1)C(=O)NCc1cccnc1
-4	Cc1ccc(S(=O)(=O)N2CCC(C(=O)Nc3nnc(C4CCCC4)s3)CC2)cc1
33	O=C(Nc1nc(-c2ccc(F)cc2)cs1)C1CCN(C(=O)c2ccc(F)cc2)CC1
1	O=C(Nc1ccnc(-c2cccnc2)n1)c1cccs1
